Y pestis TopoI = Y. pestis Topo-I inhibition via cleavage products | AID 504884 | hit rate 0.064% among 360,000 | activity, % at 10 µM | Y. pestis Topo-I cleavage product accumulation, plate reader; in the data active = activity above about 50%, passing the limit was not always enough; inconclusive = no clear call, values can overlap the other calls; also: inactives centre near 2
TcdB GH inh = inhibitors of Clostridioides difficile toxin B glycohydrolase; TcdB glycohydrolase enzymatic assay, plate reader; hit rate 0.24% among 350,000; inhibition, % at 9.99 µM; AID 652162; in the data active = inhibition above about 10%
PfHsp40 yeast = restores yeast growth despite PfHsp40 toxicity; AID 504582; S. cerevisiae expressing PfHsp40, growth rescue, ATP luminescence; hit rate 0.68% among 340,000; growth rescue, % at 12.5 µM; in the data active = growth rescue above about 28%, passing the limit was not always enough; inconclusive = no clear call, values can overlap the other calls;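 also: yeast W303a lacking pdr1 and pdr3 grown in galactose medium; growth measured after three days at 30 °C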
FadD28 binding = inhibitors of Mycobacterium tuberculosis FadD28 bisubstrate binding. FadD28 bisubstrate probe binding, fluorescence polarization. inhibition, % at 12.5 µM. hit rate 0.22% among 360,000; in the data active = inhibition above about 8.5%, passing the limit was not always enough; inconclusive = no clear call, values can overlap the other calls
PrPC TRFRET = cell surface PrPC inhibition, primary TR-FRET screen. hit rate 0.43% among 370,000. inhibition, % at 13.8 µM. TR-FRET read-out. AID 720596. P04156; in the data active = inhibition above about 24%; also: 0% = median of the test wells and 100% = reference compound wells
BoNT A protease = blocks Botulinum neurotoxin A light chain protease; hit rate 0.17% among 360,000; inhibition, % at 10 µM; multiplex microsphere protease substrate cleavage, flow cytometry; also: plate controls were buffer without enzyme for full effect and enzyme alone for no effect
Anthrax LF prot = blocks Bacillus anthracis lethal factor protease; P15917; multiplex microsphere protease cleavage assay, LF; inhibition, % at 10 µM; hit rate 0.12% among 360,000; AID 588501; also: plate controls were buffer without enzyme for full effect and enzyme alone for no effect
Target sequence (P15917 whole entry, looked up): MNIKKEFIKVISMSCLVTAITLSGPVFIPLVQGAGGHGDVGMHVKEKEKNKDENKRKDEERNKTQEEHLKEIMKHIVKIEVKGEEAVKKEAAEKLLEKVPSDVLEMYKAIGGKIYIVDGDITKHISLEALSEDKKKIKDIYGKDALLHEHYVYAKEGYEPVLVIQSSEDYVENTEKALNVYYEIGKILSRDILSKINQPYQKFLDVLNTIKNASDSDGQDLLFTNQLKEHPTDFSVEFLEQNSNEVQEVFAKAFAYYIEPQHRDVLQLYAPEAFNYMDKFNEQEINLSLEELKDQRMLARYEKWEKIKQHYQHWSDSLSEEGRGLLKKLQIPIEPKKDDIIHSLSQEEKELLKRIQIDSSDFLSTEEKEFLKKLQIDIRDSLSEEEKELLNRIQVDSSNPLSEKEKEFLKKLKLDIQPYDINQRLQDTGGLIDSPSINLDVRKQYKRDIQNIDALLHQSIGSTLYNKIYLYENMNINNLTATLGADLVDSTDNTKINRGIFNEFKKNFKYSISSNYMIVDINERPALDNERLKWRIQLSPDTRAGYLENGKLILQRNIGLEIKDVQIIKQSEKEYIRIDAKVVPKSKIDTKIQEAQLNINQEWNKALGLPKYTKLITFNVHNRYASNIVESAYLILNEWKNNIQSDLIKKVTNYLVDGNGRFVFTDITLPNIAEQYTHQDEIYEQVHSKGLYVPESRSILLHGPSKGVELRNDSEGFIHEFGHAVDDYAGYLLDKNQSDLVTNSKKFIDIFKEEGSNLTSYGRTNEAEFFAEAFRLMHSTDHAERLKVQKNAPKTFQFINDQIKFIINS
BoNT F protease = BoNT F light chain protease inhibition; inhibition, % at 10 µM; hit rate 0.22% among 360,000; Multiplex microsphere protease cleavage assay, flow cytometry; AID 588497; in the data active = inhibition above about 35%, passing the limit was not always enough; inconclusive = no clear call, values can overlap the other calls; also: plate controls were buffer without enzyme for full effect and enzyme alone for no effect
CCHFV vOTU inh = CCHFV vOTU protease inhibition. Pep-AMC fluorescence. inhibition, % at 11.5 µM. hit rate 0.55% among 370,000. AID 651958; in the data active = inhibition above about 30%; also: 0% = vehicle wells with enzyme and 100% = no enzyme wells
* = called active by the depositor; ? = inconclusive; . = not tested or not shown. Rule as the data show it, unless noted: active = inhibition above about 30%; inconclusive = no clear call, values can overlap the other calls; inactive = below that. Rows are unselected. Share with any hit: about 2.3%.

SMILES	Y pestis TopoI	TcdB GH inh	PfHsp40 yeast	FadD28 binding	PrPC TRFRET	BoNT A protease	Anthrax LF prot	BoNT F protease	CCHFV vOTU inh
COC/C=C/C1=CC2=CC(=O)C(C)(OC(=O)c3cnc4ccccc4n3)C(=O)C2=CN1CC1CC1 (stereo not given)	-8	.	-0.9	-1.1	.	0.1	-21	-45	.
O=C(CCS(=O)(=O)c1ccc(Cl)cc1)Nc1nnc(-c2ccco2)o1	12	1.1	-0.2	0.5	-4	?	?	?	0
O=C1NC2(CCCCC2)C(=O)N1CCN1C(=O)c2ccccc2C1=O	-10	.	2.0	-2.7	1	0.5	1	0	-18
O=C1C=CC(=O)C(CNc2ccc(C(=O)OCc3ccccc3)cc2)=C1	-20	-15	-0.7	-2.1	14	1.2	-12	-10	6
NC[C@H]1O[C@H](O[C@H]2[C@H](O)[C@@H](O[C@H]3O[C@H](CO)[C@@H](O)[C@H](N)[C@H]3O)[C@H](N)C[C@@H]2N)[C@H](N)C[C@@H]1O	3	.	-0.4	-0.3	.	-1.7	-3	-13	.
CC(=O)C(Cc1cnc(Cl)s1)(Cc1cnc(Cl)s1)C(C)=O	-3	.	1.5	-7.0	1	0.4	-2	3	1
COc1cccc(-c2cccc(NC(=O)C3CCN(Cc4ccon4)CC3)c2)c1	3	-0.3	-0.6	0.0	-2	0.7	-1	4	1
CC(C)c1nnc(NC(=O)CCC(=O)NC2CCCCCCC2)s1	-8	.	-0.9	-0.5	-4	3.0	-3	24	-9
COc1ccc(OC)c(C2CC(=O)c3c([nH]c(C(=O)OCC4CCCO4)c3C)C2)c1 (stereo not given)	-2	1.6	-0.8	-0.3	-3	-0.6	-7	-2	5
CN(CC(=O)O/N=C(\N)c1ccccn1)S(=O)(=O)c1cc(Cl)ccc1Cl	-6	.	-0.2	-1.6	2	0.4	-2	1	2
Cn1cnnc1SCC(=O)Nc1ccc(Cl)cn1	-1	0.7	.	0.3	-6	-1.0	-7	-2	3
CCCCCCCSc1cc(OC)c(CCNC)cc1OC	-18	.	-0.2	-5.5	-7	-0.5	-7	-27	13
O=C(c1oc(=O)c2ccccc2c1-c1ccccc1)N1CCN(C2CCCCC2)CC1	21	0.0	-0.1	-3.6	-11	0.0	-4	2	1
O=C(OC1CCOC1=O)c1cc(Cl)ccc1[N+](=O)[O-] (stereo not given)	1	0.5	-0.8	-2.4	-12	0.5	-3	6	15
COc1ccccc1NC(=O)CCCc1nc(-c2ccc(OC)c(OC)c2)no1	-1	2.0	-0.9	-2.0	6	-1.0	-1	-4	12
CCOC(=O)C1=C(Nc2ccc(OC)cc2)C(N)=NC1=N	-7	0.9	.	-4.0	-2	-0.6	-1	-1	-2
COc1ccc(Cl)cc1N(CC(=O)NC(C(C)C)C(C)C)S(C)(=O)=O	9	.	-0.3	-4.5	5	1.2	6	9	-12
CC(C)(C)c1ccccc1OCCN1CCCC1	-9	2.0	-0.8	-1.6	-3	0.3	-5	-4	-15
O=C1OCC2=C1C(c1ccccc1)CC(=O)N2c1ccccc1 (stereo not given)	1	1.6	1.1	-2.9	3	0.2	1	5	-9
CSCCC(NC(=O)COc1ccccc1)C(=O)Nc1ccc(C)cc1 (stereo not given)	11	.	-0.1	-3.5	-3	-0.9	-5	-5	-11
O=C(c1ccco1)N1CCN(C(=O)C2Cc3ccccc3CN2S(=O)(=O)c2ccc(F)cc2)CC1 (stereo not given)	19	.	-0.7	-1.4	1	-0.3	7	-1	9
CC(C)c1ccc(OC(=O)c2ccc3c(=O)n4c(nc3c2)CCC4)cc1	-2	1.6	-0.2	-3.8	16	.	.	.	1
CC1=C(C(=O)N2CCCCCC2)C2(CCC(C)CC2)OC1=O (stereo not given)	3	.	0.4	1.3	0	?	-10	-9	0
CN(C)CCC(C(=O)c1ccccc1)c1cccnc1 (stereo not given)	4	0.6	0.8	0.7	-7	-0.4	-2	3	3
CN(C)c1ccc(C=C2C(=O)OC(C)(C(C)(C)C)OC2=O)cc1 (stereo not given)	3	.	-1.2	1.7	3	0.1	-2	-12	9
COc1ccc(-c2nc(CS(=O)CC(=O)NC3CCCc4ccccc43)c(C)o2)cc1OC (stereo not given)	30	1.4	0.7	-0.5	8	-0.7	-3	2	-2
COc1ccc(CCNC(=O)c2cc(C(=O)c3cc(C)ccc3O)cn(CCc3ccc(OC)cc3)c2=O)cc1	23	.	0.5	0.7	2	-0.7	0	-9	-10
CC(C)(C#N)Nc1ccccc1	9	0.6	0.4	0.1	-3	0.5	0	-6	23
CC(C)[C@@H]1NC(=O)c2cc([N+](=O)[O-])cc(I)c2OCC[C@@H](C(N)=O)NC(=O)[C@H](CCC(=O)O)NC1=O	-3	-5.2	0.2	-2.3	4	-0.2	-2	-8	3
Cc1ccc(S(=O)(=O)Nc2ccccc2CNc2c(C)n(C)n(-c3ccccc3)c2=O)cc1	25	-0.3	-0.8	1.9	-5	-0.1	-1	-7	-14
COc1ccc(Cc2nnc(NC(=O)c3ccccc3)s2)cc1OC	14	-1.0	-1.5	0.4	-2	-1.5	0	17	-10
O=C(Nc1ccccc1C(=O)N1CCCCCC1)c1ccc(F)cc1	14	1.3	0.9	0.9	-3	5.6	3	4	1
COc1ccc(-n2nnc3c(=O)n(CC(=O)N4CCCCC4)cnc32)cc1	1	5.7	-0.5	-2.0	1	0.0	-1	4	-7
CCn1ccnc1C(O)c1ccc(N(C)C)cc1 (stereo not given)	-1	.	1.2	-2.8	1	0.2	1	2	2
Cc1oc(-c2ccccc2)[n+]([O-])c1C	2	.	-1.0	-0.2	-8	0.1	-2	-9	0
CSCCC(N=C1NS(=O)(=O)c2ccccc21)C(=O)NCc1ccccc1F (stereo not given)	2	-5.8	0.1	-3.1	-1	-1.6	-4	-8	-2
Nc1nc(-c2cccs2)c(NC(=O)c2ccccc2)s1	-7	-0.7	0.0	-0.4	6	-1.0	-6	1	-3
CCCCCn1c(=O)c(C(=O)Nc2c(C)n(C)n(-c3ccccc3)c2=O)c(O)c2ccccc21	4	.	1.4	-0.6	-1	1.3	-2	19	3
N/C(=N\OC(=O)CCC1CCCCC1)c1ccccn1	9	.	0.5	-1.3	0	-0.2	-5	0	-6
O=C(CSc1n[nH]c(-c2cccs2)n1)N1CCCCC1	-1	0.8	-0.6	-3.7	3	1.2	0	-3	-6
CC(C)CCNc1cc(=O)n(C)c(=O)n1C	-1	.	0.7	-2.7	-6	0.3	3	7	-5
COc1ccc(-c2csc3nc(-c4ccccc4F)oc(=O)c23)cc1OC	0	.	0.3	-2.7	-5	0.6	2	-3	4
CO/N=C/c1ccc(Sc2ccccc2N)c([N+](=O)[O-])c1	-9	.	0.5	-1.7	-14	1.1	-4	-12	8
Cc1cccc(NC(=O)CSc2ncnc3nc[nH]c23)c1	-3	.	1.4	-2.0	6	-1.5	2	0	4
COC(=O)[C@@]1(Cc2ccc(F)cc2)[C@H]2c3cc(C(=O)N4CCCC4)n(CCc4ccc(OC)c(Br)c4)c3C[C@H]2CN1C(=O)c1ccccc1	.	0.9	.	.	-13	-0.8	-12	-7	2

Among those listed so far, these contain two or more sulfur atoms:
SMILES	Y pestis TopoI	TcdB GH inh	PfHsp40 yeast	FadD28 binding	PrPC TRFRET	BoNT A protease	Anthrax LF prot	BoNT F protease	CCHFV vOTU inh
CC(=O)C(Cc1cnc(Cl)s1)(Cc1cnc(Cl)s1)C(C)=O	-3	.	1.5	-7.0	1	0.4	-2	3	1
CSCCC(N=C1NS(=O)(=O)c2ccccc21)C(=O)NCc1ccccc1F (stereo not given)	2	-5.8	0.1	-3.1	-1	-1.6	-4	-8	-2
Nc1nc(-c2cccs2)c(NC(=O)c2ccccc2)s1	-7	-0.7	0.0	-0.4	6	-1.0	-6	1	-3
O=C(CSc1n[nH]c(-c2cccs2)n1)N1CCCCC1	-1	0.8	-0.6	-3.7	3	1.2	0	-3	-6

(further entries)
SMILES	Y pestis TopoI	TcdB GH inh	PfHsp40 yeast	FadD28 binding	PrPC TRFRET	BoNT A protease	Anthrax LF prot	BoNT F protease	CCHFV vOTU inh
CC(C)n1nccc1NS(=O)(=O)c1ccccc1	1	0.5	1.2	0.2	8	-3.4	-4	3	7
CC1(c2nc3ccccc3[nH]2)CCC(=O)N1Cc1ccc(F)cc1 (stereo not given)	.	0.8	.	-3.1	-2	-0.3	0	-4	8
COC(=O)c1ccc(CO/N=C(\NC(C)=O)c2nonc2NC(C)=O)cc1	-4	.	-0.6	-0.1	-7	-0.7	-2	-8	-4
Cc1nn(Cc2ccccc2Cl)c(C)c1NC(=O)c1ccn(C)n1	2	.	-0.7	-1.9	7	0.7	-2	-14	-1
Cc1ccc(S(=O)(=O)c2cc(C#N)c(=O)[nH]c2N)cc1	5	.	-0.4	-1.9	-1	-0.1	-17	6	10
O=C(NC1CCCCCC1)C1CCC(=O)N(Cc2ccccc2F)C1 (stereo not given)	2	-1.3	-1.6	-2.7	4	1.3	-2	3	17
COc1ccc(C2NN=C(c3ccc(C)cc3)S2)cc1 (stereo not given)	2	-0.4	-0.1	0.3	3	-1.7	-20	5	-5
CCOC(=O)c1c(NC(=O)CSc2nnc(Cc3csc(N)n3)n2C)sc(C)c1C	2	.	1.5	-3.1	-7	-0.4	-2	-8	-3
O=C(Nc1ccccc1)C1CCN(C(=O)c2ccco2)CC1	0	2.9	-0.2	-4.8	9	-2.6	-6	31	9
Cc1cc(C)n2nc(C(=O)N/N=C/c3ccccc3Cl)nc2n1	1	-0.6	0.0	0.2	-1	0.0	-3	3	4
Cc1cc(Cn2nnc3ccccc32)c(O)c(C(C)(C)C)c1	2	0.9	5.5	-1.8	6	-0.3	8	-4	6
CN(C)C(=O)c1ccccc1Sc1ccc(Cl)cc1Cl	9	.	1.4	-4.3	-13	1.2	2	?	4
C=CCn1c(SCC(=O)NCC)nnc1-c1cc2c(s1)CCC(CC)C2 (stereo not given)	9	2.0	2.2	-3.4	-2	-1.5	-1	-9	0
CC(C)(C)c1ccc(CC(=O)N2CCC2(C)C(=O)NCc2cccc3ccccc23)cc1 (stereo not given)	-2	1.9	.	-1.6	9	0.2	1	-6	24
CCCCNC(=O)N(CC)c1c(N)n(Cc2ccccc2)c(=O)[nH]c1=O	-1	0.0	-0.9	-1.6	-5	0.2	2	5	0

Limited to BoNT F protease, for some of the entries so far:
SMILES	BoNT F protease
CN(C)C(=O)c1ccccc1Sc1ccc(Cl)cc1Cl	?
C=CCn1c(SCC(=O)NCC)nnc1-c1cc2c(s1)CCC(CC)C2 (stereo not given)	-9

Other results follow:
SMILES	Y pestis TopoI	TcdB GH inh	PfHsp40 yeast	FadD28 binding	PrPC TRFRET	BoNT A protease	Anthrax LF prot	BoNT F protease	CCHFV vOTU inh
Cc1ccc(C)c(N2CCN(C(=O)Cc3ccc(-n4c(=O)[nH]c5ccsc5c4=O)cc3)CC2)c1	-1	.	0.0	-4.2	1	-0.8	-1	-5	-20
COc1ccc(S(N)(=O)=O)cc1C(=O)OCC(=O)Nc1ncc(Cl)c(C)c1Cl	2	1.0	-0.6	-5.0	-2	0.6	-3	7	-1
O=C(NCCC(=O)N1CCNC1=O)OCc1ccccc1	-3	.	-0.4	-4.3	5	-0.3	0	-5	1
CSCCC1NC(=O)C(C(C)=NNC(N)=O)=C1O (stereo not given)	0	-1.1	-1.4	-0.6	2	-0.1	-1	-4	0
CCOC(=O)c1cnn(-c2ccccc2)c1-n1cccc1C(=O)C(=O)Nc1ccccc1C(F)(F)F	32	.	1.5	-4.2	-3	0.5	-2	5	14
CCNC(=S)NCc1ccc(OC)c(OC)c1	5	0.7	-0.2	-2.1	1	-0.6	3	-2	-5
Cc1ccccc1OCc1nnc(SCC(=O)NC2CCCCC2)o1	18	-0.8	0.8	-0.2	1	-0.9	2	1	13
O=C(COC(=O)c1ccc(F)cc1Cl)NC1CCCCCCC1	30	4.2	0.1	0.0	6	0.0	-4	-4	-4
CSc1nc(Cc2ccccc2)cc(=O)[nH]1	-3	0.0	-1.0	0.8	0	0.2	-7	2	-10
COc1cccc(-n2c(-c3ccc4[nH]c(C)c(C)c4c3)n[nH]c2=S)c1	2	-4.5	0.1	1.6	17	4.3	1	-11	-3
COC(=O)CCC(=O)NNC(=O)CCCOc1ccc(Cl)cc1Cl	0	.	0.3	-1.7	0	-0.4	-5	-3	-6
